Screening data from PubChem.
PPARg SRC1 recr – agonists of human PPARgamma SRC-1 coactivator recruitment. activation, % at 8 µM. PPARgamma-SRC-1 coactivator recruitment biochemical assay. 200,000 tested, 0.41% active. P37231; in the data active means activation above about 19%;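 further: 0% = DMSO and 100% = reference agonist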
Target sequence (P37231 whole entry, looked up): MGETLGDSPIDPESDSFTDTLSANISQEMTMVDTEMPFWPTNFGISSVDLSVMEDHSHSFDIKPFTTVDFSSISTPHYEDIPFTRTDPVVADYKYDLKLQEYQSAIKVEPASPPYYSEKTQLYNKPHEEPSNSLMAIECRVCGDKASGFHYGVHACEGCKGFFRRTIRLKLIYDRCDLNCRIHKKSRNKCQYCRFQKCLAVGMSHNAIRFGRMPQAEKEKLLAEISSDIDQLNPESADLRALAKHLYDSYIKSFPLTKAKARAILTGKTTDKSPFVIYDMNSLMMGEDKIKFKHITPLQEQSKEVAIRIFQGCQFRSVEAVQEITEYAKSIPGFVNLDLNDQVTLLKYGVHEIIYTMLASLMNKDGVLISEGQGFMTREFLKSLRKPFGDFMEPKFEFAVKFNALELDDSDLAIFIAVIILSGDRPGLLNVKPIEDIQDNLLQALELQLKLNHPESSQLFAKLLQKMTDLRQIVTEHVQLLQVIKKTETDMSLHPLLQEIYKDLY
TR-FRET SRC-2 ct – counter-screen for PPARgamma SRC-2 recruitment agonists: TR-FRET artefact; active compounds read high; TR-FRET ratio at 8 µM; 200,000 tested, 0.4% active; in the data active means TR-FRET ratio above about 2000; further: inactives centre near 1500
S1P3 antag – S1P3 (human) receptor antagonism; AID 485; 170,000 tested, 0.27% active; inhibition, % at 4.98 µM; CHO S1P3 NFAT-BLA reporter, FRET fluorescence, antagonist mode; Q99500;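 active means inhibition above the plate cutoff, the mean inhibition of test wells on that plate plus 3 SD, cut at about 28% in these data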;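 further: cells challenged with S1P at its EC80 of 0.8 µM; blue over green emission ratio from cleaved BLA substrate after 4 h stimulation; 0% = S1P-stimulated wells and 100% = unstimulated DMSO-only wells; some compounds past the cut are filed as inactive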
Target sequence (Q99500 whole entry, looked up): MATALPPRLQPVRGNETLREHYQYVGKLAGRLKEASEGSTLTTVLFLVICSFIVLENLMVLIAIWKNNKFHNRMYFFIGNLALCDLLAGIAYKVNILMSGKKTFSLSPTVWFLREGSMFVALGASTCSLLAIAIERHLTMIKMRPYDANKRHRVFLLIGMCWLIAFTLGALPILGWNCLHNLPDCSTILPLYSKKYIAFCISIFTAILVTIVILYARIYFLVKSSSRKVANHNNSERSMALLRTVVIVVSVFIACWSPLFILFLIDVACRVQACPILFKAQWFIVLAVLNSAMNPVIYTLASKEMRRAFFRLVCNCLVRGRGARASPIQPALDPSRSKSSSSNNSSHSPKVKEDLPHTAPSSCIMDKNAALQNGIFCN
PPARg SRC3 recr – agonists of human PPARgamma SRC-3 coactivator recruitment. P37231. 200,000 tested, 0.26% active. activation, % at 8 µM. biochemical PPARgamma/SRC-3 coactivator recruitment assay; in the data active means activation above about 23%;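 further: 0% = DMSO and 100% = reference agonist; some compounds past the cut are filed as inactive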
PMI activator – activators of human phosphomannose isomerase; purified human PMI, coupled resazurin fluorescence, 20 min; active compounds read high; 1 = vehicle control, 0 substrate-free wells; activation factor at 20 µM; 190,000 tested, 0.005% active; AID 1214;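 active means activation factor of 2 or more at 20 µM, relative to plate controls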
G6PDH CS – counter-screen for G6PDH assay hits: L. mesenteroides G6PDH inhibition; Purified L. mesenteroides G6PDH, diaphorase/resazurin coupled fluorescence, 45 min; inhibition, % at 5 µM; 200,000 tested, 0.12% active; AID 1020; in the data active means inhibition above about 50%
PPARg SRC2 recr – agonists of SRC-2 recruitment by human PPARgamma; P37231; PPARgamma LBD-SRC-2 recruitment, biochemical; activation, % at 8 µM; 200,000 tested, 0.34% active; in the data active means activation above about 22%;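 further: 0% = vehicle and 100% = reference agonist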
PMI act satM6P – PMI (human) activation, high substrate; 190,000 tested, 0.34% active; activation factor at 20 µM; P34949; AID 1216; coupled PMI enzyme assay, resazurin fluorescence, 20 min; active compounds read high; 1 = untreated enzyme, 0 = substrate-free blank;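 active means activation factor of 2 or more at 20 µM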
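assay system = human phosphomannose isomerase with PGI, G6PDH, diaphorase coupling enzymes | quantity = 15 ng/mL PMI | incubation = enzyme reaction with compound 20 min at room temperature | medium = HEPES pH 7.4 buffer with MgCl2 and Tween-20 | compound dosing = one concentration, 20 µM, in 1% DMSO | measured by = Diaphorase-driven resazurin-to-resorufin fluorescence, excitation 544, emission 590 nm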
ROMK mod – modulates human ROMK potassium channel activity | P48048 | Tet-inducible ROMK, thallium flux fluorescence; actives lie on both sides | B-score at 10 µM | 130,000 tested, 2% active;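 active means signal ratio slope over the read window, or its plate-corrected B-score, at least 3 SD from the plate mean, either direction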;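 further: B-score of the F/F0 ratio slope over 7 to 12 s after thallium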
Diaph act CS – diaphorase activation or chemical reduction counter-screen; Diaphorase/resazurin coupled assay, resorufin fluorescence, 16 min; active compounds read high; 1 = vehicle wells, 0 = NADH-free wells; activation factor at 20 µM; 190,000 tested, 0.005% active;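 active means diaphorase activity raised at least twofold by the compound at 20 µM; inactive means activation factor below 2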
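Material: purified diaphorase enzyme from Clostridium kluyveri; Also added: 0.114 mM NADH and 0.1 mM resazurin, final amounts; Doses: single compound dose of 20 µM, 1% DMSO final; Times: 16 min enzyme reaction, ambient temperature; Detection: resorufin fluorescence, excitation 544 nm, emission 590 nm; Measure: increased resorufin signal from activators or reducing compounds.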
Diaphorase inh – diaphorase inhibition or chemical oxidation counter-screen. diaphorase resazurin-to-resorufin fluorescence, NADH, 16 min; bacterial (C. kluyveri) enzyme, not human. inhibition, % at 20 µM. 190,000 tested, 0.69% active. AID 1217;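 active means primary screen inhibition at 20 µM above a set limit, cut at about 50% in these data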;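 further: plate controls were DMSO with full reaction for no effect and wells lacking NADH for full effect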
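Benchmarks: positive control wells lacking NADH, neutral wells with DMSO only. System: bacterial diaphorase enzyme (C. kluyveri). Input: 0.14 U/mL diaphorase, enzyme working solution. Detection: resorufin fluorescence, excitation 544 nm, emission 590 nm. Times: 16-min room-temperature incubation before reading.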
Numbers without * were called inactive; . = no result given.

SMILES	PPARg SRC1 recr	TR-FRET SRC-2 ct	S1P3 antag	PPARg SRC3 recr	PMI activator	G6PDH CS	PPARg SRC2 recr	PMI act satM6P	ROMK mod	Diaph act CS	Diaphorase inh
Cc1ccc(NC(=O)CSc2nc(-c3ccco3)cc(C(F)(F)F)n2)cc1C	0	1482	.	0	1	0	7	1	.	0.9	12
CC(CNC(=O)C1CCCCC1C(=O)O)c1ccccc1 (stereo not given)	5	1578	.	1	0.9	15	-4	0.9	.	0.9	13
O=C(CSc1nnc(NC2CCCCC2)s1)Nc1ccc(N2CCOCC2)cc1	14	1595	.	12	0.9	8	6	0.8	.	0.7	32
CCOC(=O)c1csc(NC(=O)c2cc(=O)c3ccccc3o2)n1	-7	1476	-12	2	1.1	3	-3	1.1	0.8	0.9	10
Cc1cccc(Nc2ncc3c(n2)CC(C)CC3=O)c1 (stereo not given)	7	1458	3	11	0.9	0	0	1	.	1	1
C/C(CC(=O)NCc1ccccc1)=N\NC(N)=S	-2	1506	3	-1	1.1	0	-1	1.1	0.06	0.9	6
CC1CC(=S)Nc2ccccc2N1Cc1ccccc1 (stereo not given)	2	1592	3	3	1	0	-2	0.9	-0.27	0.8	24
COc1ccc(CC(=O)NCc2n[nH]c(=S)n2-c2ccc(Br)cc2)cc1	4	1647	6	4	1	5	3	1	.	0.6	35
COC(=O)c1ccc(NC(=S)NC2CC3CCC2C3)cc1 (stereo not given)	7	1488	-12	10	0.9	2	7	1.1	-1.5	0.9	10
COc1ccccc1Cn1c(SCC(N)=O)nc2c(oc3ccccc32)c1=O	9	1546	1	2	1	-1	8	1	.	1.1	-9
CC(CNCC1CCCO1)COc1ccccc1 (stereo not given)	1	1602	.	-4	1	1	4	1	1.1	0.9	7
Cc1ccc(NC(=S)NCc2cccs2)c(C)c1	-2	1458	.	-2	1	0	0	1	0.02	1	4
C1=C(c2ccccc2)CCN(c2nc3ccccc3n3cnnc23)C1	5	1572	-12	-2	1.2	0	-4	1.1	.	0.8	18
Cc1nn(CC(=O)NCc2ccc(OC(C)C)cc2)c(=O)c2cc3occc3n12	0	1571	.	-2	0.9	2	13	0.9	0.24	0.9	10
COc1ccc(C(=O)C2CCCN(Cc3cnc(N4CCOCC4)s3)C2)c(OC)c1 (stereo not given)	-4	1561	-17	-1	0.8	19	-4	0.9	0.34	0.9	14
CC1CN(C2=N/C(=C/c3ccc4c(c3)OCO4)C(=O)N2)CC(C)O1 (stereo not given)	7	1482	-4	-4	0.9	9	-6	0.9	-0.079	0.9	12
CC(C)(C)c1ccc(C(=O)c2c[nH]c(C(=O)NCc3ccco3)c2)cc1	8	1624	.	15	1	1	-1	1	0.23	1	0
Cc1cc(CN(C)Cc2ccc(OCC(O)CN(C)Cc3ccccc3)cc2)on1 (stereo not given)	4	1398	-16	-1	0.9	13	-3	0.9	2.2	1.2	-16
O=C(O)C1C2C=CC(C2)C1C(=O)NCc1ccc(Cl)c(Cl)c1 (stereo not given)	2	1482	-15	0	0.9	6	0	1	0.014	0.9	9
O=C(Nc1ccc(N2CCOCC2)c(Cl)c1)c1ccc(F)cc1	0	1407	.	2	1	-1	0	1	.	0.9	13
O=C1CN(C(=O)COC(=O)CCC(=O)c2ccc3c(c2)OCCO3)c2ccccc2N1	6	1788	-21	5	1	2	5	1.1	.	1	-1
Cc1nn(-c2cccc(C(F)(F)F)c2)c(Cl)c1/C=N/n1cnnc1	10	1543	.	0	1	1	7	0.9	.	0.9	13
Cc1ccccc1Cn1cc(S(=O)(=O)CC(=O)Nc2nccs2)c2ccccc21	-1	1486	.	3	1	2	-1	0.9	.	0.7	27
Cn1c(=O)[nH]c(=O)c2c1nc(SCC(=O)O)n2CCc1ccccc1	8	1806	-27	4	1.4	13	0	1.8	.	0.9	5
CC1CCc2sc(-c3n[nH]c(=S)o3)cc2C1 (stereo not given)	-5	1679	6	4	1.2	8	15	1.2	1.9	1	-4
Cc1ccccc1Cn1c(CN2CCN(c3ccc(F)cc3)CC2)nc2c1c(=O)n(C)c(=O)n2C	6	1707	-7	2	1	0	4	1	.	0.9	8
O=C1CCC(=O)N1OCCCOc1ccc2c(c1)CCC2	0	1621	23	-5	0.9	0	10	0.9	.	0.9	12
O=C(Nc1nc2ccccc2[nH]1)c1ccc(F)c(S(=O)(=O)N2CCOCC2)c1	7	1766	-27	5	1	-16	9	1	.	0.8	16
CC(C)[C@H](NC(=O)OCc1ccccc1)C(=O)NCc1ccccc1	0	1694	0	2	1	12	2	1	0.24	0.9	12
Cc1ccc(S(=O)(=O)c2cnc(-c3ccccc3)nc2Oc2ccccc2)cc1	1	1506	.	0	0.9	12	7	0.9	0.01	0.9	9
COc1ccc2c(c1)C(c1ccc(C)o1)=NNC(c1ccccc1)=N2	-6	1395	-11	0	0.8	13	2	0.8	.	0.8	21
N/C(=N/OC(=O)c1cccc([N+](=O)[O-])c1)c1cccc([N+](=O)[O-])c1	8	1651	-1	-1	1	0	9	1	0.3	1.1	-9
CCOC(=O)c1nnn(-c2ccccc2C#N)c1C	6	1563	9	19	1	0	11	0.6	1.8	0.9	14
NNC(=O)c1ccc([N+](=O)[O-])c(CS(=O)(=O)c2ccc(Cl)cc2)c1	-2	1724	.	11	0.9	3	1	0.9	-1.1	0.9	13
COc1cc(C(=O)OCC(=O)Nc2c(F)cccc2F)cc(OC)c1C	-3	1622	-3	4	1	6	3	0.9	-0.0018	0.9	6
Cc1cc(NS(=O)(=O)c2ccc(NS(=O)(=O)c3ccc(CC(C)C)cc3)cc2)nc(C)n1	3	1621	-24	-2	1	14	-3	0.9	-0.08	0.9	10
CCCCOc1ccc(-c2[nH]ncc2C=O)cc1	2	1413	-3	4	1	4	0	1	0.56	1	4
Cc1sc(NC(=O)c2cccs2)c(C(=O)OC(C)C)c1C	0	1434	.	11	1.1	9	3	1	1.1	0.8	22
COc1ccc(-c2nnc(SC(C)C(=O)NNC(=O)c3ccc(C)cc3)o2)cc1 (stereo not given)	-1	1607	-11	2	1	12	-2	1	1.2	1.1	-9
COc1ccc(S(=O)(=O)Nc2ccccc2OC)cc1NC(=O)CC1CC2CCC1C2 (stereo not given)	-1	1562	-2	0	0.9	9	-13	0.9	0.42	0.6	39

Part of the list above in a different format.
mol | PPARg SRC1 recr | TR-FRET SRC-2 ct | S1P3 antag | PPARg SRC3 recr | PMI activator | G6PDH CS | PPARg SRC2 recr | PMI act satM6P | ROMK mod | Diaph act CS | Diaphorase inh
CCOC(=O)c1csc(NC(=O)c2cc(=O)c3ccccc3o2)n1 | -7 | 1476 | -12 | 2 | 1.1 | 3 | -3 | 1.1 | 0.8 | 0.9 | 10
Cc1cccc(Nc2ncc3c(n2)CC(C)CC3=O)c1 (stereo not given) | 7 | 1458 | 3 | 11 | 0.9 | 0 | 0 | 1 | . | 1 | 1
C/C(CC(=O)NCc1ccccc1)=N\NC(N)=S | -2 | 1506 | 3 | -1 | 1.1 | 0 | -1 | 1.1 | 0.06 | 0.9 | 6
CC1CC(=S)Nc2ccccc2N1Cc1ccccc1 (stereo not given) | 2 | 1592 | 3 | 3 | 1 | 0 | -2 | 0.9 | -0.27 | 0.8 | 24
COc1ccc(CC(=O)NCc2n[nH]c(=S)n2-c2ccc(Br)cc2)cc1 | 4 | 1647 | 6 | 4 | 1 | 5 | 3 | 1 | . | 0.6 | 35

More results follow:
SMILES	PPARg SRC1 recr	TR-FRET SRC-2 ct	S1P3 antag	PPARg SRC3 recr	PMI activator	G6PDH CS	PPARg SRC2 recr	PMI act satM6P	ROMK mod	Diaph act CS	Diaphorase inh
O=C(C1CCN(CCCc2ccccc2)CC1)N(CCc1ccccc1)Cc1ccccc1	2	1462	12	3	1	2	-5	1.1	-5*	0.9	6
O=C(NCCN1C(=O)S/C(=C\c2cccs2)C1=O)c1ccco1	10	1572	2	0	1	-4	1	1	-1.3	0.9	10
Cc1ccc(F)cc1NC(=O)Cc1ncc(C(F)(F)F)cc1Cl	8	1723	.	8	1	-18	7	0.9	.	0.8	18
COc1ccccc1CNC(=O)COC(=O)c1n[nH]c2ccccc12	3	1627	.	4	1.1	-1	6	1.1	-0.48	1	1
CCCc1cc(N2CCN(c3ccccn3)CC2)n2nc(C)c(-c3ccccc3)c2n1	9	1613	-34	-2	1.1	11	8	1	.	1.1	-11
CCCCc1nc(N2CCOCC2)c(C#N)c2c1COC(C)(C)C2	4	1625	.	9	0.9	-8	2	0.9	.	0.9	14
CCOC(=O)c1c(NC(=O)c2ccc(N3C(=O)[C@@H]4[C@H](C3=O)[C@H]3C=C[C@@H]4C3)cc2)sc2c1CC(C)CC2 (stereo not given in full)	9	1627	-1	1	0.8	-12	15	0.9	0.00042	0.8	16
C#Cc1ccc([C@H]2C=C(C(=O)N3CCOCC3)O[C@@H](OCc3ccc(CO)cc3)C2)cc1	6	1492	-34	1	0.9	8	9	0.9	.	0.6	36
CCCCN(C)C(=O)c1ccc2c(c1)N(CC)C(=O)c1ccccc1S2(=O)=O	6	1670	-21	6	0.9	-8	-2	1	.	1	5
COc1ccc(S(=O)(=O)N(C)CC(=O)NCc2ccco2)cc1	-1	1602	.	-1	0.9	12	0	0.9	.	0.9	14
O=c1c2ccccc2nc(N/N=C/c2ccc(O)cc2)n1O	-3	1621	.	6	0.9	0	-4	1	.	1	4
Cc1ccc(S(=O)(=O)N2CCN(C(=O)c3ccccn3)CC2)cc1	2	1566	-6	-4	1.1	1	5	1	0.023	1	-2
CCOc1ccc(/C=N/NC(=O)c2nnn(-c3nonc3N)c2-c2ccc(OCC)cc2)cc1	3	1550	-5	3	0.9	6	-1	0.9	0.18	0.8	18
COc1ccccc1NC(=O)c1ccc(NC(=O)CN(C)Cc2ccccc2F)cc1	4	1616	-17	3	0.9	0	6	0.9	0.19	0.7	26
CCN(C(=O)COC(=O)COc1ccc2c(C)cc(=O)oc2c1)C1CCS(=O)(=O)C1 (stereo not given)	6	1514	-1	0	1	2	-4	1	0.52	1	-4
O=C(COC(=O)c1ccccn1)Nc1ccccc1OC(F)F	1	1701	1	4	1.1	12	9	1.1	0.075	1	4
O=C(Nc1ccccc1C(=O)O)c1cccc(F)c1	-6	1688	.	14	.	.	5	.	0.73	.	.
Cc1ccc(C(C)(C)C)cc1S(=O)(=O)Nc1cccc(S(=O)(=O)NC2=NCCC2)c1	3	1497	6	2	1	6	3	1	0.2	0.8	18
CCc1ccccc1N(CC(=O)N1CCN(c2ccc(F)cc2)CC1)S(C)(=O)=O	7	1507	20	8	1	2	7	1.1	-0.024	0.8	19
CC(Oc1ccccc1)c1ccnc(N)n1 (stereo not given)	1	1703	-11	-1	1	9	5	1	2.1	1	0
